POLK inh = DNA polymerase kappa (human) inhibition | Q9UBT6 | purified Pol kappa, fluorescent DNA synthesis assay, 10 min | Potency, µM (doses to about 107 µM), without a hit: at the highest dose activity, negative = inhibition, most hits filed as inhibitors | actives 0.53% (n = 400,000) | AID 588579; note: % is set by controls: 0 for no effect and ±100 for the full control effect
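Kinetic fluorescence readout at 0 and 10 min followed reaction start with substrate at 50 nM final. Beforehand, enzyme (10 nM Pol kappa) stood 15 min with compound at room temperature; buffer-only wells were negative controls.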
G9a block = inhibitors of human histone lysine methyltransferase G9a; G9a H3K9 monomethylation, AlphaScreen, 2 h; Potency, µM (highest dose often 102 µM), for inactives: at the top dose activity, negative = inhibition, most hits filed as inhibitors; actives 8.8% (n = 350,000); note: % is set by controls: 0 for no effect and ±100 for the full control effect; nearly all actives have a fitted effect of over 75% in size
Target sequence (Q96KQ7 913-1193 limits assumed): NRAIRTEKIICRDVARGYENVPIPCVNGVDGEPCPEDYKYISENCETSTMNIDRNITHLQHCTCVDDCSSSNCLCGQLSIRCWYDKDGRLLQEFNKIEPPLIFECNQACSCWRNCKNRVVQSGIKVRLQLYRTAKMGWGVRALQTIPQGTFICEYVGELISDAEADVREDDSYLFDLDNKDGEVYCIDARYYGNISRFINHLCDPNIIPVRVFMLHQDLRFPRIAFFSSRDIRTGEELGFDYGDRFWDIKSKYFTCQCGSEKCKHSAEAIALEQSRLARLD
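G9a (20 nM) was preincubated 15 min with compound, then reacted 2 h at room temperature with 500 nM biotin-H3K9 peptide and 20 µM SAM. Monomethyl-H3K9 detected by AlphaScreen using anti-H3K9me1 antibody.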
POLI inh = inhibitors of human DNA polymerase iota; Q9UNA4; Pol iota fluorescent replication assay, 10 min; Potency, µM (highest dose often 115 µM), without a hit: at the highest dose activity, negative = inhibition, most hits filed as inhibitors; actives 1% (n = 390,000); AID 588590
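Fluorescent replication assay read twice, at 0 min and 10 min after adding 50 nM (final) substrate. Enzyme (10 nM) and compounds were first incubated 15 min at room temperature; enzyme-free buffer wells were negative controls.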
BLM helicase inh = blocks DNA unwinding by human BLM helicase; actives 0.2% (n = 350,000); P54132; recombinant BLM DNA unwinding, fluorescence dequenching; Potency, µM (doses to about 56.1 µM), for inactives: top-dose activity change, negative = inhibition, most hits filed as inhibitors;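 note: plate controls were vehicle for no effect and no enzyme for full effect; nearly all actives have a fitted effect of over 35% in size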
APEX1 inh = blocks human APE1 abasic DNA cleavage; recombinant APE1, TAMRA/BHQ-2 abasic DNA cleavage fluorescence; Potency, µM (top dose mostly 65.8 µM), for inactives: at the top dose activity change, negative = inhibition, usual class: inhibitors; actives 0.35% (n = 350,000); AID 2517;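 note: plate controls were vehicle for no effect and reference inhibitor for full effect; nearly all actives have a fitted effect of over 55% in size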
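Step 1: APE1 (0.75 nM) with compound, 15 min RT. Step 2: add 50 nM fluorophore/quencher THF duplex. Step 3: three fluorescence reads 60 s apart (525/598 nm); read 3 minus read 1 = reaction progress.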
Pol eta inh = blocks human DNA polymerase eta activity; Q9Y253; recombinant Pol eta, fluorescent DNA replication assay; Potency, µM (top dose mostly 114 µM), for inactives: at the top dose activity change, negative = inhibition, actives largely listed as inhibitors; actives 1.2% (n = 390,000); AID 588591; note: % is set by controls: 0 for no effect and ±100 for the full control effect
Target sequence (Q9Y253 whole entry, looked up): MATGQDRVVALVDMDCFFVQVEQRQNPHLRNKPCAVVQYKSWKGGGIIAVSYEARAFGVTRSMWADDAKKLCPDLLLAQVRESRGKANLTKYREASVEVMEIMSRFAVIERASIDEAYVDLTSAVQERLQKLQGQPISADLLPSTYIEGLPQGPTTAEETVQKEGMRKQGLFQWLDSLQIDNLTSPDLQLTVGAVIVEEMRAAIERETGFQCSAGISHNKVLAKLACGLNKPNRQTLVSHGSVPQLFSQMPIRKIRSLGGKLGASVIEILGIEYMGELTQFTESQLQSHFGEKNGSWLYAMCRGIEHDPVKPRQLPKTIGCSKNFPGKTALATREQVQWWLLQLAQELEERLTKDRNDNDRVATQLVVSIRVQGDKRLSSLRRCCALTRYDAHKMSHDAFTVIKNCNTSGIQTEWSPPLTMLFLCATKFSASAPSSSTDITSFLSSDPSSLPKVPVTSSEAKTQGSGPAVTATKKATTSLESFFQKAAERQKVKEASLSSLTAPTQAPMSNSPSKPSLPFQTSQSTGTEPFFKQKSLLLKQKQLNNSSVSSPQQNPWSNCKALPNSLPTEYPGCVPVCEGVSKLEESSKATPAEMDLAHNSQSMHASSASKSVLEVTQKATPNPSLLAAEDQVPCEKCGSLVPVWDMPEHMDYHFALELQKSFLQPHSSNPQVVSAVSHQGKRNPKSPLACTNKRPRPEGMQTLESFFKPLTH
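Fluorescent replication assay: 50 nM final substrate added after a 15 min room-temperature compound preincubation with 10 nM enzyme. Signal taken at 0 min and again at 10 min.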
POLB inh = DNA polymerase beta (human) inhibition; Pol beta primer extension/strand displacement, fluorescence kinetic; Potency, µM (doses to about 114 µM), without a hit: top-dose activity change, negative = inhibition, usual class: inhibitors; actives 1.3% (n = 340,000); note: % is set by controls: 0 for no effect and ±100 for the full control effect
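Values derive from four-parameter Hill fits of normalized kinetic data: reads at 0 and 10 min following addition of 50 nM substrate to 10 nM Pol beta preincubated 15 min with compound.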
JMJD2A Tudor = inhibitors of human JMJD2A Tudor domain; actives 4.4% (n = 390,000); Potency, µM (doses to about 114 µM), without a hit: top-dose activity change, negative = inhibition, most hits filed as inhibitors; AlphaScreen JMJD2A-Tudor / H3K4me3 peptide binding; O75164; note: % is set by controls: 0 for no effect and ±100 for the full control effect; nearly all actives have a fitted effect of over 50% in size
BAZ2B block = blocks human BAZ2B; Potency, µM (highest dose often 114 µM), without a hit: top-dose activity change, negative = inhibition, usual class: inhibitors; actives 4.4% (n = 360,000); AID 504333; AlphaScreen BAZ2B-H3K14Ac peptide displacement; note: % is set by controls: 0 for no effect and ±100 for the full control effect; nearly all actives have a fitted effect of over 60% in size
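AlphaScreen luminescence quantifies BAZ2B engagement of H3K14Ac peptide; the protein and biotinylated peptide are both at 50 nM final, buffer PBS pH 7.4 with 0.01% Tween-20, all steps at room temperature.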
Active calls of the source: *; ? = inconclusive; nt = no result given; & = joins results of further samples; [ ] = another dose, or the depositor's remark. Calls come from the whole dose curve; as a rule, active = well fitted curve in the direction sought with a large enough effect; inconclusive = small, poorly fitted or top-dose-only effect, or another doubt; inactive = no such curve, though single readings can be large; an effect the other way counts as inactive or inconclusive. Potency is the fitted concentration of half-maximal effect. Not all compounds are listed; count on the stated rates, not on these rows.

SMILES | POLK inh | G9a block | POLI inh | BLM helicase inh | APEX1 inh | Pol eta inh | POLB inh | JMJD2A Tudor | BAZ2B block
COc1ccc(CCNC(=O)c2cnn(-c3ccc(F)cc3)c2C2CCN(C(=O)OC(C)(C)C)CC2)cc1OC | -15% | -44%[59 µM] | 18% | -10% | nt | -20% | 1% | -25% | 3%[57.1 µM]
O=C(/C=C/c1ccccc1)NCCc1ccccc1 | ? | 23%[59 µM] | ? | -20% | 7.9µM* | 20µM* | 25µM* | ? | ?
O=C(OCn1nnc2ccccc2c1=O)C1CCN(S(=O)(=O)c2cccs2)CC1 | -12% | ? | 6% | -5% | 4% | -20% | -24% | -15%[57.1 µM] | -4%
Fc1ccc(N/N=C/C=C/c2ccccc2)c(F)c1 | -7% | ? | -16% | 2% | -3% | -6% | -24% | -4% | ?
CCOc1ccccc1CNS(=O)(=O)c1ccc(-c2coc(C)n2)cc1 | -4%[60.1 µM] | 2%[59 µM] | 0% | -4% | nt | -16% | -1% | ? | -19%
CCN1C(=NCCc2ccc(Br)cc2)N[C@@H](c2ccccc2)[C@H](C(=O)OC)[C@H]1C | 5% | 5%[12.7 µM] | -17% | 4% | 6%&-7% | -6% | 11% | ? | -10%
Cc1ccc(C(=O)Nc2nnc(-c3ccncc3)o2)cc1 | 4% | 2% | 34% | -4% | 5% | -19% | 10% | -14% | 56µM*
Cc1cc(C)cc(OCC(=O)OCc2nnc(-c3ccccc3)o2)c1 | -6% | 39%[59 µM] | -7% | -6% | 2% | -11% | 17% | 15% | 16%
CCOC(=O)Cn1c(=O)n(-c2ccc(Cl)cc2)c2nc(-c3ccc(Cl)cc3)nc(C(N)=O)c21 | -2%[60.1 µM] | 0%[59 µM] | -5% | -4% | nt | -8% | -28% | -27% | -2%
O=C1c2ccccc2C(=O)c2c1ncn2-c1ccccc1 | -7% | 0%[59 µM] | 20% | -5% | 4% | -15% | 32% | -8% | 4%
CC(C)CN(C(=O)CCNC(=O)c1ccc(Cl)cc1)C1CCS(=O)(=O)C1 (stereo unspecified) | 1% | nt | -8% | nt | 0% | -7% | nt | -8% | nt
COc1oc(-c2ccc(Cl)cc2)nc1C(F)(F)F | -1% | ? | -13% | 3% | 17% | -7% | 3% | 7% | -7%
COc1cc(C(=O)NCCC(=O)NC(C)CCc2ccccc2)cc(OC)c1OC (stereo unspecified) | -13% | -3% | 11% | 1% | 31% | -14% | 12% | 6% | -1%
COc1cccc(-c2nc(NCCN3CCOCC3)c3ccccc3n2)c1O | -17% | -47%[59 µM] | ? | 49%[activator] | ? | ? | ? | ? | -10%
CCOc1ccc(C(=O)NCCC(=O)NCCCC(=O)O)cc1 | -12% | 1%[12.7 µM] | 3% | 0% | -1% | -2% | 17% | -1% | 3%
Cc1cc(C)c(CC(=O)c2ccccc2)c(C)c1 | -18% | nt | 64%[activator] | nt | nt | -22% | nt | 1% | nt
Cc1ccc(-c2csc(NC(=O)c3cc([N+](=O)[O-])ccc3N3CCOCC3)n2)cc1 | 4% | nt | 22% | -1% | 4% | -12% | 9% | -25% | -26%
COc1ccc(C(=O)N/C(=C\c2ccc(Cl)cc2)C(=O)NCC2CCCO2)cc1 (stereo unspecified) | -4% | 60%[activator] | -6% | 1% | 58%[activator] | -21% | 13% | -15% | -23%
CCC(C)(C)c1nnc(NC(=O)C2CCN(C(=O)c3ccco3)CC2)s1 | -18% | 1.8µM* | 55%[activator] | -4% | -8% | -15% | -10% | 35µM* | ?
O=C(Nc1ccccc1C(=O)O)c1cc(S(=O)(=O)N2CCCCC2)cs1 | -3% | 6% | -4% | -3% | 0% | -7% | ? | -5% | -1%
CN(C)c1ccc(-c2nn3c(C4CCCCC4)nnc3s2)cc1 | 0% | ? | 21% | -2% | -5% | -3% | -14% | -5% | -5%
CN1C(=O)CSc2ccc(NC(=O)NCc3ccccc3)cc21 | -14% | 16% | 5% | -11% | 32%[activator] | 7% | -4% | -4% | -9%
Cc1ccc(C)c(NC(=O)c2ccc3c(c2)CCN3S(C)(=O)=O)c1 | -11% | -13%[59 µM] | -7% | 1% | nt | -8%&-9% | 1% | -13% | 4%
C=CCn1c(SCC(=O)Nc2ccc(C(=O)O)cc2)nc2scc(-c3ccccc3)c2c1=O | -8% | nt | -18% | nt | 25% | -15% | nt | -19% | nt
O=C(NCc1cccs1)c1ccc(Cn2c(SCc3ccc(F)cc3)nc3cccnc32)cc1 | -8% | -27%[59 µM] | 14% | -6% | nt | -17% | 3% | -17% | 0%
CC(C)Nc1nnc(SCC(=O)Nc2sccc2C#N)s1 | -34% | -7%[12.7 µM] | ? | nt | 5% | 32µM* | nt | -30% | ?
CCCCNC(=O)Cn1cnc2sc(C)c(S(=O)(=O)N3CCN(c4ccccc4OC)CC3)c2c1=O | 0%&-3% | -7%&-6%[59 µM] | 44%&14%[activator] | 0%&-2% | 4%[12.4 µM] | 7%&-8% | 1%&28% | -4%&-2% | 10%&0%
COc1ccc(S(=O)(=O)N2CCN(C(=O)c3ccc(C)o3)CC2)cc1 | -17% | 3% | -19% | -2% | -10% | 5% | 1% | -21% | -13%
CN(C)/[N+]([O-])=N/Oc1cc(ON=[N+]([O-])N2CCN(c3ncccn3)CC2)c([N+](=O)[O-])cc1[N+](=O)[O-] | -6% | nt | 12% | -8% | -4% | nt | nt | -19% | nt
CCOc1ccccc1NC(=O)c1ccc([N+](=O)[O-])cc1 | nt | -5%[0.501 µM] | nt | -2% | ? | nt | 4% | nt | -7%
COc1ccc(OCC(=O)NCc2ccc3c(c2)CCN3C(=O)c2ccccc2)cc1 | -7%[60.1 µM] | -5%[59 µM] | 7% | -8% | nt | 11% | 20% | -19% | ?
C=CCNC(=O)C(=O)Nc1cc2c3c(c1)CCC(=O)N3CCC2 | -7% | 7%[0.0925 µM] | 3% | 2% | 5% | -15% | 52% | -20% | -5%
CCOC(=O)Cc1csc(NC(=O)C2CCCCC2C(=O)O)n1 (stereo unspecified) | 10% | 2% | -1% | -1% | 5% | -16% | 0% | -32% | 5%
COc1ccc(S(=O)(=O)N/N=C/c2ccc(OCCN3CCOCC3)c(OC)c2)cc1 | -10% | -13%[59 µM] | 6% | 2% | -1% | -22% | 32% | -10% | 6%
Cc1cccc(C(=O)NC2CC3CCCC(C2)N3S(=O)(=O)c2ccccc2)c1 (stereo unspecified) | -6% | -5% | 12% | -7% | 0% | 2% | 4% | -7% | 2%
O=c1c2cnn(-c3ccccc3)c2ncn1Cc1ccccn1 | 10% | 9% | -5% | -3% | 15% | -15% | 6% | -6% | 8%
CCN1C(=NCCc2c[nH]c3ccccc23)N[C@@H](c2ccccc2)C(C(=O)OC)=C1C | nt | 12%[12.7 µM] | nt | 3%&2% | 26%&-4% | nt | -19%&27% | nt | -38%
CCc1cccc(C)c1NS(=O)(=O)c1ccc(-n2cccn2)cc1 | -3% | -17%[59 µM] | 0% | -11% | nt | -15% | -4% | 2% | -19%
O=c1c(CCc2ccccc2)nc2cnc(Oc3cccc(Cl)c3)nc2n1C[C@H]1CCCO1 | 2%[60.1 µM] | -5%[12.7 µM] | nt | -7% | 1% | nt | nt | nt | nt
Cc1ccc(CSC2=Nc3ccccc3C3=NC(CC(=O)NCc4cccs4)C(=O)N23)cc1 (stereo unspecified) | 1%[60.1 µM] | 0%[59 µM] | 7% | 2% | nt | -10% | 1% | -34% | -14%

Record cards, as listed above. Screens in order: POLK inh | G9a block | POLI inh | BLM helicase inh | APEX1 inh | Pol eta inh | POLB inh | JMJD2A Tudor | BAZ2B block
Entry for CN(C)/[N+]([O-])=N/Oc1cc(ON=[N+]([O-])N2CCN(c3ncccn3)CC2)c([N+](=O)[O-])cc1[N+](=O)[O-] = -6% | nt | 12% | -8% | -4% | nt | nt | -19% | nt
Entry for O=c1c(CCc2ccccc2)nc2cnc(Oc3cccc(Cl)c3)nc2n1C[C@H]1CCCO1 = 2%[60.1 µM] | -5%[12.7 µM] | nt | -7% | 1% | nt | nt | nt | nt

The list goes on:
SMILES | POLK inh | G9a block | POLI inh | BLM helicase inh | APEX1 inh | Pol eta inh | POLB inh | JMJD2A Tudor | BAZ2B block
O=C(OCc1cccc(C(F)(F)F)c1)c1cc(S(=O)(=O)N2CCOCC2)ccc1F | -10% | -20% | -22% | nt | -7% | -16% | nt | 20% | 11%
CN(Cc1ccccc1)S(=O)(=O)c1ccc(NC(=O)C2CCCO2)cc1 (stereo unspecified) | 0% | -13%[59 µM] | 5% | -1% | -10% | -16% | 17% | 1% | ?
CC1=C(C(=O)OCc2ccccc2)C(c2cccc(Br)c2)NC(=O)N1 (stereo unspecified) | 4% | -10%[0.501 µM] | -17% | -5% | 29% | -4% | 31% | -5% | 7%
CC(=O)c1ccc(NC(=S)NCCCn2ccnc2)cc1 | -7% | ? | 140%[activator] | 1% | 6% | 12% | 8% | -20% | ?
O=S(=O)(NCc1cccnc1)c1ccc(Cl)c2ccccc12 | 5% | -8% | -15% | 0% | 8% | -16% | 41% | -7% | 5%
CCOC(=O)C1=C(CN2CCOCC2)NC(=O)NC1c1cccc([N+](=O)[O-])c1 (stereo unspecified) | -21% | -1% | 27% | -2% | -2% | -10% | 2% | -12% | -17%
Cc1ccc(C(=O)O/N=C(\N)c2ccc(C(F)(F)F)cn2)cc1 | -3% | 0% | 69%[activator] | -11% | 1% | -24% | ? | -18% | -13%
O=C(NC1=NCCS1)c1ccc(Cl)cc1 | 5% | nt | 20% | -2% | 8% | -11% | 13% | 4% | -12%
O=C1C=CC(=O)N1Cc1cccnc1 | -2% | nt | 1% | nt | nt | -18% | nt | -8% | nt
COc1ccc(CCC(=O)NCCNC(=O)CCc2ccc(OC)cc2)cc1 | -21% | 3%[0.501 µM] | -3% | -1% | 6% | -8% | 0% | -6% | 12%
CCOc1ncccc1C(=O)OCc1ccc(Cl)cc1 | -15% | 82%[activator][59 µM] | 6% | -3% | 4% | -13% | 18% | 94%[activator] | 133%[activator]
COc1cc(CN(C(=O)c2ccccc2F)C2CCS(=O)(=O)C2)cc(OC)c1OC (stereo unspecified) | 0% | 14%[59 µM] | 12% | 1% | nt | -8% | -1% | -18% | 0%
COc1cccc(C2C(C#N)=C(N)N(N(C)C)C3=C2C(=O)CCC3)c1 (stereo unspecified) | -5% | -3% | 30%[activator] | 4% | 73%[activator] | 3% | 4% | -16% | 3%
Cc1onc(-c2ccccc2)c1NC(=O)Nc1ccc(OC(F)F)cc1 | -5% | ? | 10% | -13% | -4% | 31%[activator] | 7% | -9% | -10%

Source: PubChem BioAssay
